Screening results from PubChem BioAssay.
aSyn UTR inh: 5' untranslated region of α-synuclein, MLPCN primary screen; alpha-synuclein 5'UTR reporter, inhibitor activity; inhibition, % (tested at 7.5 µM); actives 0.82% (n = 300,000); AID 1813; in the data active means inhibition above about 60%; inconclusive means no clear call, values can overlap the other calls;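 further: H4 neuroglioblastoma cells stably carrying SNCA 5'UTR luciferase fusion; 0% = DMSO wells and 100% = positive control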
GSK3A inh: human GSK-3 alpha kinase inhibition; P49840; ADP-Glo luminescence, 60 min; inhibition, % at 10 µM; actives 0.1% (n = 320,000); AID 2650;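 in the data active means inhibition above about 50%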;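 further: GST-tagged GSK-3 alpha with peptide substrate and 25 µM ATP; 0% = DMSO neutral wells and 100% = GW8510 positive control wells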
Target sequence (P49840 whole entry, looked up): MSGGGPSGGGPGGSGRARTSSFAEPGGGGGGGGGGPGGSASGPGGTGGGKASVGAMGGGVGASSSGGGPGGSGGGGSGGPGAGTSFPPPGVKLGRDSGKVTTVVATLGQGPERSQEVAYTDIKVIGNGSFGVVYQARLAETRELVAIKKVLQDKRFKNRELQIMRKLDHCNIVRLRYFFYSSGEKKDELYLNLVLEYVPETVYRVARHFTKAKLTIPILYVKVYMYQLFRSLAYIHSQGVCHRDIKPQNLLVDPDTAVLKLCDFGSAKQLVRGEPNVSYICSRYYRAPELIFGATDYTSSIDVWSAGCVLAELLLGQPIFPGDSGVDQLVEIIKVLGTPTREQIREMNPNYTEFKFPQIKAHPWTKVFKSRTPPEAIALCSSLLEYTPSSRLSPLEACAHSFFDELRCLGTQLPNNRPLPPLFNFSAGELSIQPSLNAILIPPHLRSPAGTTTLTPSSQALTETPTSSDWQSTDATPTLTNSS
HSF1 activator: increases HSF-1 driven luciferase reporter signal. actives 1.7% (n = 300,000). activation, % at 9 µM. NIH3T3-HGL HSF-1 luciferase reporter, MG132, 8 h; 100% = twice DMSO control signal. AID 504408;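 active means mean replicate activation of at least 50% with a set share of replicates each reaching 50%; inconclusive means only one of those two conditions met; inactive means mean below 50% and too few replicates reaching it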;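 further: 0% = median of the neutral control wells and 100% = twice that signal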
IEC-6 cytotox: IEC-6 cytotoxicity, counter-screen for KLF5 inhibitors | luminescence viability | inhibition, % at 5 µM | actives 0.78% (n = 290,000) | AID 1825; in the data active means inhibition above about 22%;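 further: 0% = plate median of test compound wells and 100% = cytotoxic reference compound wells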
HSP90 inh: blocks HSP90-mediated luciferase refolding in reticulocyte lysate. Rabbit reticulocyte lysate, luciferase refolding luminescence, 3 h. inhibition, % at 5.6 µM. actives 0.91% (n = 290,000). AID 1789;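 active means inhibition above the screen-wide mean plus 3 SD, computed separately per campaign, cut at about 16% in these data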;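 further: 0% = DMSO wells and 100% = 60 µM geldanamycin wells; inhibitors lower the luminescence because luciferase stays unfolded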
KLF5 inhibitor: kruppel-like factor 5 inhibition | AID 1700 | actives 0.23% (n = 290,000) | DLD-1 KLF5 promoter-luciferase reporter, luminescence | inhibition, % at 5 µM;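 active means inhibition above a per-plate limit of that plate's mean compound inhibition plus 3 SD, cut at about 60% in these data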;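 further: 0% = DMSO wells and 100% = LY294002 at 200 µM; higher means less KLF5 promoter-driven luciferase light; inactives centre near -14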
HSF1 inhib: HSF1 inhibition; activity change, negative = inhibition, % at 7.5 µM (by protocol); actives 0.77% (n = 300,000); NIH3T3-HGL HSE-luciferase, MG132-induced, luminescence 8 h; active compounds read low; AID 2098;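 active means more than half of replicate wells show activity change below -50%, luminescence cut by over half; inconclusive means some wells, but at most half, below -50%; inactive means no replicate well below -50%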;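 further: luciferase reports HSF-1 transcriptional activity via heat shock element; 0% = median of DMSO wells and -100% = zero luminescence signal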
PolyA inh: yeast polyadenylation inhibition; S. cerevisiae SKY197-pL101 polyadenylation reporter, beta-gal luminescence; efflux-impaired pdr1/pdr3 knockout yeast; score 100 = 6 SD above DMSO; calls only at 12 µM; actives 0.02% (n = 300,000);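 active means lowest replicate activity score at least 50, where 100 means six control SD above control mean; inconclusive means lowest score under 50 but half or more replicates reach 50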;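 further: yeast exposed to compound for 9 h at 30 °C; higher score means more reporter readthrough which indicates perturbed polyadenylation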
AI-2 QS modul: modulates the Vibrio harveyi AI-2 quorum sensing system; actives 0.4% (n = 300,000); AID 2094; Vibrio harveyi JMH597 AI-2 luminescence/OD600 ratio, 9 h; active compounds read low; strain lacks LuxN and CqsS sensors; 0 = neutral-control median; activity change, % at 7.5 µM; in the data active means activity change below about -75%, passing the limit was not always enough; inconclusive means no clear call, values can overlap the other calls;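 further: luminescence divided by OD600 gain over 9 h not by final OD600 alone; inactives centre near 13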
GSK3B inh: blocks human GSK3beta kinase activity; GST-GSK3beta kinase, ADP-Glo luminescence, 60 min; active compounds read low; activity score (negative = inhibition), % at 10 µM; actives 0.038% (n = 300,000); AID 2097;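 active means more than half of replicate wells score below -50%, meaning over 50% inhibition versus plate controls; inconclusive means some replicates but at most half score below -50%; inactive means no replicate scores below -50%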;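 further: 0% = median DMSO wells and -100% = median GW8510 positive control wells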
Target sequence (P49841 whole entry, looked up): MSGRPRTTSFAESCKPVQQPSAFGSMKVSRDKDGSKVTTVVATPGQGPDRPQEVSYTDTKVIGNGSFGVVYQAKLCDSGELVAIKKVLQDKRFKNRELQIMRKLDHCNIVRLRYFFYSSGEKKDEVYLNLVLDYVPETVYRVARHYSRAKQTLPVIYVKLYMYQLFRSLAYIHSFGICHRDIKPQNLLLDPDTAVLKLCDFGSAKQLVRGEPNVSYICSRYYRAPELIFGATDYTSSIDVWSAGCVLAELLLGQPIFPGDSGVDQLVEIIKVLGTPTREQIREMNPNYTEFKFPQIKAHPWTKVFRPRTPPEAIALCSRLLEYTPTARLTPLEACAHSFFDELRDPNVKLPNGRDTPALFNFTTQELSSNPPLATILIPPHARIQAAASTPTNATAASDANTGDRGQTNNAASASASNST
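Test system: GST-fused GSK3beta enzyme, cell-free | Quantity: 1.6 ng GST-GSK3beta enzyme per well | Reagent: 25 µM ATP with peptide substrate | Schedule: 60 min enzyme reaction, room temperature | Signal: Luminescent ADP-Glo measurement of ADP formed | Read-out basis: Score relative to plate controls | Control set: DMSO and 20 µM GW8510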
Starred values were filed as active, the others as inactive; i = inactive; ? = inconclusive; / = no result given. Not all compounds are listed; count on the stated rates, not on these rows.

Below each compound: aSyn UTR inh	GSK3A inh	HSF1 activator	IEC-6 cytotox	HSP90 inh	KLF5 inhibitor	HSF1 inhib	PolyA inh	AI-2 QS modul	GSK3B inh
Cc1cc(C)nc(SCC(=O)N/N=C\c2sccc2C)n1
 : -13	2	7	9	3	-17	-7	i	9	-5
CCOC(=O)C1=NN(c2ccccc2C)C2=NC(C)=C(C(=O)OC)C(c3cccs3)N12 (stereo unspecified)
 : -20	-1	7	4	1	-67	3	i	16	0
CCC(C)CN1CCC(CO)(Cc2ccccc2Cl)CC1 (stereo unspecified)
 : -11	4	-4	2	5	27	-6	i	13	1
CCCCc1ccc(NC(=O)c2cnccn2)cc1
 : 32	0	20	-3	17*	-51	4	i	-67	-1
COc1ccc(-c2nnc(SC(C)C(=O)Nc3nccs3)n2-c2ccccc2)cc1OC (stereo unspecified)
 : 21	-1	-2	-2	0	-2	-5	i	-6	14
N#C/C(=C\c1cccc([N+](=O)[O-])c1)C(=O)NCc1cccnc1
 : -2	/	-4	-3	0	8	-3	i	16	1
COc1ccc(NC(=O)CSc2nnc(Cn3cnc([N+](=O)[O-])n3)n2C)cc1
 : 12	/	67*	-3	-4	-21	34	i	19	1
Cc1c(NC(=O)CSc2ccccc2F)c(=O)n(-c2ccccc2)n1C
 : 0	0	-4	-1	6	10	1	i	16	-1
COC(OC)c1ccc(C#N)c(=O)[nH]1
 : -4	/	-12	3	2	-17	10	i	30	2
C=CCc1ccc(OCCn2cncn2)c(OC)c1
 : -1	-6	5	-1	-2	-33	-11	i	9	-1
Cc1ccc(NC(=O)COC(=O)CCC(=O)c2cccs2)cc1
 : 24	-2	-1	-3	1	-10	-5	i	25	0
CCCC(=O)c1ccc(N2CCOCC2)c(F)c1
 : -97	-4	4	1	6	-35	-3	i	32	1
CCn1c(C)c(C2=CCN(S(=O)(=O)c3ccc(C)cc3)CC2)c2ccccc21
 : -11	7	30	-4	-1	5	13	/	41	2
O=C(CSc1n[nH]c(=O)[nH]c1=O)c1cccc([N+](=O)[O-])c1
 : -32	/	6	-1	0	-44	-2	i	12	3
Cn1nnc2cc(C(=O)N3CCN(c4ccccc4)CC3)ccc21
 : 6	2	13	7	4	3	-2	i	8	-3
C=CCNC(=O)CSc1cc([N+](=O)[O-])cc(S(=O)(=O)Cc2ccccc2)c1
 : 6	-3	-8	2	-6	-6	9	i	6	1
O=C(Nc1ccccc1N1CCOCC1)C1CCN(S(=O)(=O)c2ccccc2F)CC1
 : 20	-3	12	-2	1	-2	1	i	33	-1
OCC[C@@H]1C[C@H](O)[C@@H](O)[C@@]2(CCCO2)O1
 : 8	-5	1	/	/	/	-5	i	14	1
CC(=O)Nc1ccc(NS(=O)(=O)c2ccc(Cl)c(C(=O)O)c2)cc1
 : 6	-2	24	-1	1	-10	2	i	13	0
CCN(CC)CCN1C(=O)C(=O)/C(=C(/O)c2ccncc2)C1c1ccccc1F (stereo unspecified)
 : /	-1	/	-6	0	-25	/	/	20	-2
O=C(c1ccco1)N1CCN(C(=O)c2oc(=O)c3ccccc3c2-c2ccccc2)CC1
 : 2	8	3	-1	0	-82	-3	i	32	0
Cn1c(N)cc(=O)n(Cc2ccccc2)c1=O
 : 15	-4	17	1	0	-2	3	i	24	-2
O=C(C1CC1)N(CCN(Cc1ccccc1)C(=O)C1CC1)Cc1ccccc1
 : 7	-4	7	-2	-3	-11	-1	i	-3	2
O=C(CN(C1CCCCC1)S(=O)(=O)c1ccccc1)NCc1cccnc1
 : -37	/	-4	-6	0	-7	2	i	14	0
CCC(=O)c1ccc(OCC(=O)Nc2nc(-c3cccnc3)cs2)cc1
 : -17	1	-3	/	/	/	-3	i	14	-2
C[C@@H]1NC(=O)/C(=C\c2ccccc2Cl)NC1=O
 : -2	-15	-4	2	1	0	-1	i	23	0
O=C(N[C@H](Cc1ccc(Cl)cc1)C(=O)O)OCC1c2ccccc2-c2ccccc21
 : 20	5	11	10	-7	-12	0	i	6	3
CCOC(=O)c1[nH]nc2c1C(=O)N(Cc1ccccc1)C2=O
 : -1	-3	15	1	-2	2	12	i	24	6
CCCNC(=O)c1ccc(Cn2cc(-c3ccc(OC)cc3)nc2C(C)N)cc1 (stereo unspecified)
 : -56	-1	-27	/	/	/	-7	i	6	-2
CCc1ccc(C2=NNC(=Nc3cccc(S(=O)(=O)N(C)C)c3)SC2)cc1
 : -17	-2	-78	-1	-1	-10	-77*	i	11	0
c1ccc(CC2CCN(c3ncnc4sccc34)CC2)cc1
 : -4	/	14	7	4	16	-1	i	19	-1
CCCNC(=O)Cn1c(=O)n(C)c2ccccc21
 : -15	-21	-10	-4	-7	-40	2	i	17	-2
NC(=O)CSc1n[nH]c(-c2ccco2)n1
 : 8	3	-22	0	5	-3	-1	i	22	0
O=C(O)CCC(=O)Nc1ccc(Br)cc1C(=O)c1ccccc1Cl
 : -9	-2	4	2	2	-5	8	i	20	-2
O=C1CNC(=O)N1CC(=O)N1CCCc2ccccc21
 : -7	7	-13	4	0	-16	-2	i	14	1
Cc1ccc(S(=O)(=O)Nc2ccc(C(=O)Nc3cc(C)on3)cc2)cc1
 : -4	-5	39	2	-2	6	2	i	-3	2
O=C(Cc1ccc(Cl)cc1)Nc1ccc(S(=O)(=O)Nc2cnc3ccccc3n2)cc1
 : -4	-5	21	6	2	-17	1	i	37	3
CC(=O)NC(c1ccccc1)c1cc([N+](=O)[O-])c2cccnc2c1O (stereo unspecified)
 : -18	-5	0	-6	6	-20	-3	i	-90*	1
CCc1ccc(-n2c(=O)c3ccccc3n(CC(=O)NCc3ccco3)c2=O)cc1
 : 8	1	-5	-2	5	-10	-4	i	3	6
CCn1c(Cc2cccs2)nnc1SCC(=O)NC(C)(C)C
 : 14	3	1	1	3	7	-2	i	11	2
COc1ccc([N+](=O)[O-])cc1N(CC(=O)O)S(C)(=O)=O
 : -25	-1	1	1	-1	-29	-5	i	0	0
CC1SCC(NC(=O)c2ccc(Cl)cc2)CS1 (stereo unspecified)
 : -111	3	10	8	-1	-47	14	i	16	0
FC(F)(F)c1cccc(Cc2noc(CN3CCC(c4ccncc4)CC3)n2)c1
 : 14	0	1	3	-3	-39	5	i	40	3
Cc1cccc(-c2noc(CCCC(=O)Nc3ccc(C(N)=O)cc3)n2)c1
 : 17	-4	-12	-3	-3	1	-17	i	21	0
O=C(C1=C[C@H](c2csc3ccccc23)C[C@H](OCCCCO)O1)N1CCN(Cc2ccc3c(c2)OCO3)CC1
 : 38	/	9	6	19*	-12	-2	i	1	1
CCOC(=O)C1=C(C)NC(=O)NC1c1cccc(O)c1 (stereo unspecified)
 : 18	-1	11	-2	0	-5	0	i	50	0
CCn1c(CSc2nc(C)cc(C)n2)nnc1SCC(=O)N1CCCc2ccccc21
 : 8	-1	8	-3	-2	-29	1	i	30	2
Cc1cccc(C(=O)Nc2c(C(=O)N3CCN(C)CC3)cnn2-c2ccccc2)c1
 : 7	-3	-2	-6	-2	-16	-6	i	10	1
CCCCN(CCCC)C(=O)c1cc(Cl)ccc1[N+](=O)[O-]
 : 2	-3	0	0	-6	-15	-1	i	14	4
O=C1C2ON(c3ccccc3)C(c3cccnc3)C2C(=O)N1c1ccccc1 (stereo unspecified)
 : -5	0	-10	6	2	-20	-3	i	23	1
COc1cc(OC)cc(C(=O)NCCS(=O)(=O)N2CCN(Cc3ccccc3)CC2)c1
 : 8	-2	-6	/	/	/	-1	i	-8	4
COc1ccc(OC)c2c(C)cc(N3CCN(C(=O)c4ccc(C)cc4)CC3)nc12
 : 34	0	6	5	1	-4	-2	i	20	0
COc1ccc(Cn2c(=O)[nH]c3cc(C(=O)NC4CCCC4)ccc3c2=O)cc1
 : -5	2	4	-1	1	-23	0	i	9	2
CCOCCSC1=C(C#N)C(c2cccs2)C(C(C)=O)=C(C)N1 (stereo unspecified)
 : 11	-2	41	3	4	-9	9	i	57	-3
Cc1cc(NS(=O)(=O)c2ccc(NC(=O)Nc3cccc(Cl)c3)cc2)no1
 : 4	-5	1	-4	1	-8	1	i	-59	6
CCOC(=O)c1ccccc1NC(=O)C1=COCCO1
 : 7	7	-13	/	/	/	-2	i	18	3
CC1=NNC(=O)C1CCC(=O)N/N=C/c1c(Cl)cccc1Cl (stereo unspecified)
 : 9	16	8	-6	3	-12	1	i	9	-1
O=S(=O)(NCc1ccccc1)c1ccc2ccccc2c1
 : -24	-1	-7	1	1	-24	0	i	3	3
O=C(COC(=O)c1n[nH]c2ccccc12)NC(=O)NCc1ccco1
 : 8	-2	17	-8	-5	-21	10	i	?	-2
COc1ccc2c(c1)N(S(=O)(=O)c1ccccc1)CCC2=O
 : 25	0	-2	9	4	15	-5	i	3	-3

Next section.
Below each compound: aSyn UTR inh	GSK3A inh	HSF1 activator	IEC-6 cytotox	HSP90 inh	KLF5 inhibitor	HSF1 inhib	PolyA inh	AI-2 QS modul	GSK3B inh
COC(=O)c1cccc(C23CC4(C2)[C@H](CN(Cc2ccc(-c5ccccc5)cc2)[C@@H]4c2ccccc2)C3c2ccccc2)c1 (stereo partly specified)
 : 18	0	-14	/	/	/	8	i	-6	-7
Cc1nc(Cl)c(C(=O)NC(=O)NCc2ccccc2)c(C)c1Cl
 : 0	/	-1	3	-2	-26	-7	i	16	2
COc1ccc(N(CC(=O)NCC2CCCO2)C(=O)CCC(=O)Nc2nccs2)cc1 (stereo unspecified)
 : 10	2	6	-2	-2	-60	3	i	29	2
O=C(CCSc1ccccc1)Nc1ccc(S(=O)(=O)N2CCOCC2)cc1
 : 7	6	19	0	-3	-10	-3	i	-25	4
CCOC(=O)c1c(C)n(CC(O)CN(CC)CC)c2cc(Br)c(OC)cc12 (stereo unspecified)
 : -6	-2	17	-1	-2	-26	1	i	25	-4
COCCn1c(SCC(=O)Nc2cccc(C(=O)OC)c2)nc2ccccc2c1=O
 : 43	7	12	1	2	3	6	i	28	0
Cc1cc(C)cc(Nc2nc3ccccc3c(=O)[nH]2)c1
 : -21	1	8	-1	1	-10	0	i	20	6
O=C(CCc1c[nH]c2ccccc12)N1CCCC1
 : -11	-2	23	-8	-1	-29	-6	i	15	-1
CC1(C)C2CC=C(/C=N/NC(=O)c3ccccc3O)C1C2 (stereo unspecified)
 : 0	0	16	6	2	-31	-4	i	9	2
O=C(CC1Oc2ccccc2NC1=O)NCCCN1CCN(C2CCCCC2)CC1 (stereo unspecified)
 : -14	0	3	0	4	1	-8	i	20	-1
Cc1ccc(CSCC(=O)N/N=C/c2ccc(OCC(=O)Nc3ccc(C)cc3)cc2)cc1
 : -11	/	-2	-6	2	1	-2	i	30	-1
Cc1ccc(C)c(NC(=O)NNC(=O)c2cc3ccccc3cc2O)c1
 : -7	-1	-1	-6	0	-41	0	i	6	-1
